Bioassay records deposited in PubChem by National Center for Advancing Translational Sciences (NCATS).
TDP1 cell CPT: DT40-hTDP1 cell growth loss with CPT; chicken DT40 Tdp1-/-;hTDP1 cells + 20 nM CPT, ATP luminescence, 48 h; Potency, µM (highest dose often 46.2 µM), inactives show top-dose activity change, negative = growth inhibition, hits mostly inhibitors; 420,000 compounds, 12% hits; AID 686979; further: nearly all actives have a fitted effect of over 55% in size
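Chicken DT40 Tdp1-/- cells stably complemented with human TDP1 were seeded at 400 cells/well in medium containing 20 nM camptothecin, exposed to pin-transferred compounds, and grown at 37 °C for at least 48 hr. Viability was read as ATP luminescence.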
GCN5L2 inh: inhibitors of human GCN5L2 histone acetyltransferase; GCN5L2 HAT assay, ThioGlo1 CoA-SH fluorescence; 390,000 compounds, 0.21% hits; AID 504327; Potency, µM (top dose mostly 58.9 µM), for inactives: at the top dose activity change, negative = inhibition, most hits filed as inhibitors; Q92830
Target sequence (Q92830 whole entry, looked up): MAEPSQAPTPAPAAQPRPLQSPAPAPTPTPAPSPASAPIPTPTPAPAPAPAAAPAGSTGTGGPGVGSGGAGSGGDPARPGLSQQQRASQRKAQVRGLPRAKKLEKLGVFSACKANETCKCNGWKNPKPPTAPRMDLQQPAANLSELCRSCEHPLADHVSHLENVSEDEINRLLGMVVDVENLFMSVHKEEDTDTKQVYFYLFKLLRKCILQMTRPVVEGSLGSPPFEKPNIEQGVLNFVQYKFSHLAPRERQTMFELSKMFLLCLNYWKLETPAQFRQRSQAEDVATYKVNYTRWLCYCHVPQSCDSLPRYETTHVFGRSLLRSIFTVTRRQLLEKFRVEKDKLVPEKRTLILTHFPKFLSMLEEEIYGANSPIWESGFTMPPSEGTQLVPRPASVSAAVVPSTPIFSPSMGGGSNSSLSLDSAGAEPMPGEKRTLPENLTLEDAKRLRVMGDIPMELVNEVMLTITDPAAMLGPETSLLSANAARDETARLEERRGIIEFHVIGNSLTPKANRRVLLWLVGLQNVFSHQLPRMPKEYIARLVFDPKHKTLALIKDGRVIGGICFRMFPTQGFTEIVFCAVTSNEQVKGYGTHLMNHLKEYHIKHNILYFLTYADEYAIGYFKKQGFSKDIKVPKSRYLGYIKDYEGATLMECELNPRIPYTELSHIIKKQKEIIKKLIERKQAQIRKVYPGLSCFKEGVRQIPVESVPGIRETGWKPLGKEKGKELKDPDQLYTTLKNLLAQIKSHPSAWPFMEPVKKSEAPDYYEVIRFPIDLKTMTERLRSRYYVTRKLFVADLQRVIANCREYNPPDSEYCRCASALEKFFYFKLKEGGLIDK
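Preincubate 20nM GCN5L2 with compound 15 min, RT → add 50uM ThioGlo1 + 75uM H3(1-25) + 70uM acetyl-CoA → read fluorescence 0 and 20 min. Primary qHTS; fluorescent artifacts likely.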
FEN1 inhibitor: blocks human flap endonuclease 1; Potency, µM (highest dose often 114 µM), without a hit: at the top dose activity change, negative = inhibition, hits mostly inhibitors; P39748; Recombinant FEN1 flap cleavage, fluorescence, 15 min; AID 588795; 390,000 compounds, 0.35% hits; further: nearly all actives have a fitted effect of over 65% in size
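Read-out was taken twice, immediately and after 15 min, following addition of 50 nM substrate to 10 nM FEN1 that had sat with test compound for 15 min at room temperature. Curves came from a four-parameter Hill model.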
* hit, by the source's call; ? = inconclusive; . = no result given; [ ] = dose if it differs, or a comment. The call rests on the fitted dose curve; in most records, active means well fitted curve in the direction sought with a large enough effect; inconclusive means small, poorly fitted or top-dose-only effect, or another doubt; inactive means no such curve, though single readings can be large; an effect the other way counts as inactive or inconclusive. On the % scale 0 is the no-effect control and ±100 the full control effect; potency means the concentration at half of the fitted maximal effect. Only part of the results is shown; count on the stated rates, not on these rows.

molecule,TDP1 cell CPT,GCN5L2 inh,FEN1 inhibitor
Cc1c(C)n(CCc2c[nH]c3ccccc23)ccc1=O,-0.4%,-20.4%,-0.2%
Nc1nccc(/C=C/c2c(F)cccc2Cl)n1,-2.7%,-6.0%,11.0%
O=C(Nc1cccc(Cl)c1)Nc1ccc2c(c1)C(=O)OC2,-17.9%,2.7%,3.3%
C[N+]1(CC(O)c2ccccc2)CCCCCC1 (stereo unspecified),9.5%,-12.8%,1.1%
COc1cc(NC(=O)CN2CC(c3ccccc3)CC2=O)cc(OC)c1 (stereo unspecified),6.0%,0.3%,-7.1%
COc1ccc(C2c3c(-c4ccc(F)cc4)n[nH]c3C(=O)N2c2ccccc2)cc1OC (stereo unspecified),?,0.3%,12.4%
COc1ccccc1C(=O)C1CCCN(C(=O)c2ccccn2)C1 (stereo unspecified),-1.8%,1.4%,9.4%
Cc1ccc(Nc2nc3nonc3[nH]c2=O)cc1C,?,-2.3%,8.8%
Fc1cc(Cl)c(OCc2noc(-c3ccsc3)n2)c(Cl)c1,-4.4%,3.5%,8.4%
Cc1nc2nc(-c3cccs3)cn2nc1C,-4.2%,?,13.0%
O=C(NCCCn1ccnc1)c1ccc2c(c1)OCCO2,?,-3.2%,7.8%
CN(C)S(=O)(=O)c1cccc(NC(=O)CSc2ncnc3ccccc23)c1,20.6µM*,-1.8%,-16.5%
CCCCCCCC#Cc1ccccc1/C=N/S(=O)c1ccc(C)cc1 (stereo unspecified),11.6µM*,?,?
NC(=O)COC(=O)c1ccc2c(c1)C(=O)N(Cc1ccco1)C2=O,-16.2%,-11.9%,-0.4%
CCc1cccc(NC(=O)c2cc3c(s2)-c2ccccc2OC3)c1,.,-7.4%,-14.9%

Next part
molecule,TDP1 cell CPT,GCN5L2 inh,FEN1 inhibitor
Cc1onc(-c2ccccc2Cl)c1C(=O)Nc1ccccc1C(N)=O,?,-3.2%,-11.7%
CCN(CC)c1cc(C)c2cc(NC(=O)/C=C/c3ccc(C)cc3)ccc2n1,5.8µM*,2.9%,-15.4%
CCCc1nn2c(=O)cc(COC(=O)c3ccccc3NC(=O)COc3ccccc3F)nc2s1,?,13.5%,16.2%
CCOC(=O)c1c(C)[nH]c(C)c1S(=O)(=O)N1CCOCC1,8.2%,-1.2%,1.8%
O=C(CNC(=O)c1ccc(Br)o1)NCCc1ccc(F)cc1,-1.3%,-2.1%,-0.3%
O=C(O)c1cc(/C=C/C(=O)c2cc(F)ccc2O)c2c(c1)COCO2,-29.5%,-0.6%,-28.3%
O=C1[C@@H]2CSC(c3ccc(C(F)(F)F)cc3)N2C(=O)N1c1ccccc1 (stereo partly specified),-1.9%,-2.6%,-11.0%
CCOC(=O)c1ccc(NC(=O)CC2SC3=NCCN3C2=O)cc1 (stereo unspecified),6.2%,-0.7%,2.0%
CCn1c(=O)cc(SCC(=O)N2CCN(Cc3ccc4c(c3)OCO4)CC2)c2ccccc21,?,-1.0%,-2.8%
CC(C)OCCCNC(=O)Cn1ncc2c(=O)oc3ccccc3c21,-26.2%,-5.2%,-6.2%
CNc1ncnc2ccc(-c3cccc(NS(C)(=O)=O)c3)cc12,11.6µM*,-6.3%,.
Cn1c(SCC(=O)NC2CC2)nnc1-c1cccs1,-11.8%,-5.7%,-0.9%
C=CCN1C(=O)/C(=C2/Sc3ccc(OC)cc3N2C)SC1=Nc1ccccc1,8.2µM*,4.7%,-10.3%
CCOc1ccccc1NC(=O)CC(c1ccc(F)cc1)N1Cc2ccccc2C1=O (stereo unspecified),16.4µM*,-8.2%,4.1%
CCC(CC)NC(=O)COC(=O)c1cc(Br)ccc1Cl,-2.4%,-2.3%,6.2%

Rewritten with two lines to a compound: five of the compounds above.
Order of results – TDP1 cell CPT, GCN5L2 inh, FEN1 inhibitor
O=C(CNC(=O)c1ccc(Br)o1)NCCc1ccc(F)cc1
 : -1.3%, -2.1%, -0.3%
O=C(O)c1cc(/C=C/C(=O)c2cc(F)ccc2O)c2c(c1)COCO2
 : -29.5%, -0.6%, -28.3%
O=C1[C@@H]2CSC(c3ccc(C(F)(F)F)cc3)N2C(=O)N1c1ccccc1 (stereo partly specified)
 : -1.9%, -2.6%, -11.0%
CCOC(=O)c1ccc(NC(=O)CC2SC3=NCCN3C2=O)cc1 (stereo unspecified)
 : 6.2%, -0.7%, 2.0%
CCn1c(=O)cc(SCC(=O)N2CCN(Cc3ccc4c(c3)OCO4)CC2)c2ccccc21
 : ?, -1.0%, -2.8%

(listing goes on)
molecule,TDP1 cell CPT,GCN5L2 inh,FEN1 inhibitor
COC(=O)CC1C(=O)NCCN1C(=S)Nc1ccccc1 (stereo unspecified),20.8%,-7.6%,5.4%
COCCCN(C(=O)c1cc(-c2ccco2)nc2ccccc12)c1c(N)n(Cc2ccccc2)c(=O)[nH]c1=O,-0.8%,-13.2%,-6.7%
COc1ccc(NC(=S)NC23CN4CN(CN(C4)C2)C3)c(OC)c1,?,-7.6%,1.7%
O=C(c1ccc2c(c1)N(Cc1cccc(Cl)c1)C(=O)c1ccccc1S2(=O)=O)N1CCCCC1,16.4µM*,-7.8%,-15.9%
CC(=O)N1CCN(C(=S)Nc2ccc(Oc3ccccc3)cc2)CC1,21.2%,-3.3%,3.0%
COc1cc(/C=C/C(=O)OCC(=O)Nc2cc(S(=O)(=O)N(C)C)ccc2Cl)ccc1O,-22.0%,-9.1%,-4.0%
O=S(=O)(Nc1cccnc1)c1cccnc1,-0.9%,.,4.3%
CCN(CC)CCCn1c(C)cc2c(c1=O)C(c1cccc(Cl)c1)C(C#N)=C(N)O2 (stereo unspecified),10.2%,-14.0%,-3.3%
COc1ccc(C)cc1NC(=O)CN1CCN(c2ccc(F)cc2)CC1,20.6µM*,3.4%,-7.9%
COc1ccc(N(C(=O)c2snc(C(N)=O)c2N)C(C(=O)NC2CCCC2)c2cc(OC)ccc2OC)c(OC)c1 (stereo unspecified),23.1µM*,-4.9%,-11.4%
O=C(NC(=S)NCc1cccnc1)c1ccc([N+](=O)[O-])cc1,-26.3%,-1.6%,15.1%
COc1ccc(OC)c(NC(=O)CCn2c(=S)[nH]c3ccccc3c2=O)c1,-0.1%,-5.7%,-2.8%
CCc1ccc(NC(=O)Nc2cnccn2)cc1,?,-2.3%,-11.5%
Cc1nnc(N/N=C/c2ccc(-c3ccccc3F)o2)n1N,?,-6.3%,-8.4%
CN1CCN(S(=O)(=O)c2cccc(C(=O)Nc3cc(Cl)ccc3N3CCOCC3)c2)CC1,-10.8%,-0.6%,-0.8%

Further structures
molecule,TDP1 cell CPT,GCN5L2 inh,FEN1 inhibitor
O=C(COCc1cc(-c2ccc3c(c2)OCO3)on1)Nc1cccnc1,?,-2.5%,-5.7%
COc1ccc(N2CCN(S(=O)(=O)c3ccc4c(c3)NC(=O)CS4)CC2)cc1,-13.2%,-15.3%,-3.9%
O=C(Cc1ccccc1)Nc1ccccc1C(=O)O,?,-5.8%,7.9%
O=C(Nc1ccc2c(c1)C(=O)OC2)c1ccc(F)cc1F,-0.7%,-5.8%,0.6%
Cc1ccc(C(=O)NCC(=O)OCC(=O)c2cc(C)n(Cc3ccco3)c2C)cc1,6.9%,-3.1%,-5.9%
CC(C)(C)OC(=O)N1CCC(NC(=O)c2ncn(Cc3ccccc3)c2C(=O)NC2CCN(C(=O)OC(C)(C)C)CC2)CC1,23.1µM*,-8.9%,-24.8%
COc1cccc(Cn2c(CNC(=O)Cc3cccc(C)c3)nc3cccnc32)c1,?,-5.9%,-8.4%
O=C(C1CC1)N1CCc2cc(Br)cc(S(=O)(=O)N3CCN(c4cccc(C(F)(F)F)c4)CC3)c21,?,-4.4%,-1.9%
Cc1cccc(N2CCN(C(=O)c3ccccc3NC(=O)C3CC=CCC3C(=O)O)CC2)c1 (stereo unspecified),?,?,3.9%
Cc1cc(C)n(CCCNC(=O)c2ccco2)n1,7.4%,-0.4%,1.1%
COc1ccc(CC(=O)Nc2ccccc2C(=O)N2CCCC2)cc1,1.1%,-2.4%,0.8%
O=C1CNC(=S)N1CCc1ccc(O)c(O)c1,?,-0.6%,-3.0%
COCCn1c(CN2CCN(c3cccc(Cl)c3)CC2)nc2c1c(=O)n(C)c(=O)n2C,8.2µM*,-6.1%,-16.6%
CNc1nc(Oc2ccc(=O)[nH]n2)nc(N2CCOCC2)n1,-8.8%,-0.7%,15.2%
Cc1ccccc1C1C(C#N)=C2N=C(N)c3c(sc4c3CCCCC4)N2C2=C1C(=O)CC(C)(C)C2 (stereo unspecified),18.4µM*,-5.4%,8.5%

The list goes on:
molecule,TDP1 cell CPT,GCN5L2 inh,FEN1 inhibitor
Cc1ccc(-c2cc(C(=O)NC(C)c3ccccc3)c3ccccc3n2)cc1C (stereo unspecified),?,2.9%,0.3%
CCc1ccccc1NC(=O)CC1CS(=O)(=O)CC1CC(=O)Nc1ccccc1CC (stereo unspecified),-21.9%,41.3%[activator],-4.8%
CCCCC(=O)Nc1ccc2c3c(cccc13)CC2,?,-2.9%,-15.3%
O=C(COc1ccc2c(-c3ccccc3)cc(=O)oc2c1)NC1CCS(=O)(=O)C1 (stereo unspecified),?,-8.5%,0.5%
Cc1ccc(C(=O)O)cc1N1CCCC1=O,3.6%,-1.1%,-0.2%
CC1CCN(Cc2ccc(-c3nnn(CC(=O)NC4CCCCC4)n3)cc2)CC1,-12.6%,-8.2%,2.2%
Cc1c(C(=O)OC(C)C(=O)N(C)Cc2ccccc2)oc2ccccc12 (stereo unspecified),?,-5.6%,0.3%
NS(=O)(=O)c1ccc(NC(=S)Nc2ccc(F)c(F)c2)cc1,-6.2%,-8.5%,1.3%
N#CCc1ccc(NC(=O)Nc2cccc(Cl)c2)cc1,16.4µM*,3.1%,-14.6%
N#Cc1c(NC(=O)COC(=O)C2CC3C=CC2C3)oc(-c2ccccc2)c1-c1ccccc1 (stereo unspecified),-8.8%,-19.0%,-4.5%
CC(=O)c1cccc(NC(=O)N2C3CCC2CC(NC(=O)C2CC2)C3)c1 (stereo unspecified),6.3%,0.0%,-12.1%
Cc1cnccc1CN(C)Cc1cn(C)nc1-c1cccc(Cl)c1,?,?,13.5%
O=C(NCC1CCCN1S(=O)(=O)c1cccs1)c1ccccc1 (stereo unspecified),?,-2.2%,5.5%
COc1ccc(OC)c(NC(=O)COC(=O)CN(C)S(=O)(=O)c2ccc(C)cc2)c1,11.4%,1.4%,-6.9%
Cc1ccc(CN2CCN(C3CCN(C(=O)OC(C)(C)C)CC3)C(=O)C2=O)cc1,-21.3%,25.1%,19.8%

Overlap with the part before: 3 compounds; new compounds follow.
molecule,TDP1 cell CPT,GCN5L2 inh,FEN1 inhibitor
O=C(NCC1CCCN1S(=O)(=O)c1cccs1)c1ccccc1 (stereo unspecified),?,-2.2%,5.5%
COc1ccc(OC)c(NC(=O)COC(=O)CN(C)S(=O)(=O)c2ccc(C)cc2)c1,11.4%,1.4%,-6.9%
Cc1ccc(CN2CCN(C3CCN(C(=O)OC(C)(C)C)CC3)C(=O)C2=O)cc1,-21.3%,25.1%,19.8%
CCOC(=O)C1=C(c2ccccc2)NC(=O)NC1c1cc(Cl)c(O)c(OC)c1 (stereo unspecified),-21.6%,-4.3%,-0.4%
c1coc(-c2ncc[nH]2)c1,4.3%,2.8%,1.1%
Cc1cc(C)cc(N2CC(C(=O)NC3CCCCC3)CC2=O)c1 (stereo unspecified),16.1%,-4.2%,4.3%
N#Cc1c(NC(=O)c2ccco2)sc2c1CCC2,-21.9%,-11.0%,?
COc1ccc2[nH]c(C(=O)O)c(NS(=O)(=O)c3ccc(C)cc3C)c2c1,7.2%,-4.9%,8.3%
O=C(c1ccccc1)N(c1ccccc1)c1ccccc1O,14.6µM*,.,2.2%
Cc1ccc(CNC(=O)Nc2ccc3c(c2)N(C)C(=O)CS3)cc1,-29.6%,-7.8%,-4.7%
[O-][n+]1onc2c1CCc1[nH]c(-c3ccccc3)nc1-2,?,-6.1%,-5.2%
CC(=O)N1c2ccccc2CC1C(=O)N1CCN(c2cccc(Cl)c2)CC1 (stereo unspecified),?,31.5%[activator],14.9%
CCCSc1ncc(Cl)c(C(=O)N(Cc2cccc(Cl)c2)C2CCS(=O)(=O)C2)n1 (stereo unspecified),23.1µM*,-6.5%,6.6%
Cc1ccc(C2=NN3C(C(=O)c4ccccc4)Oc4ccccc4C3C2)cc1 (stereo unspecified),?,-4.1%,-17.1%
COc1cc(SC)ccc1C(=O)OCC(=O)NC1CC1,1.3%,-9.3%,1.4%
CCOc1ccc(NC(=S)NC23CC4CC(CC(C4)C2)C3)cc1,?,-8.6%,22.0%
CCOc1ccc(C(=O)Nc2cccc([N+](=O)[O-])c2)cc1Br,-3.1%,-5.4%,-1.3%
